Assay outcomes deposited in PubChem BioAssay by National Center for Advancing Translational Sciences (NCATS).
FUS suppressor: qHTS for Suppressors of FUS Proteinopathy: Primary screen using FUS-linked yeast assay; S. cerevisiae FUS-expressing, growth rescue, OD600, 24 h; Potency, µM (titrated, usually from 76.6 µM), inactives show at the highest dose growth rescue (activation), most hits filed as activators; hit rate 0.24% among 390,000; AID 1347120, 2019;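 note: potency is the fitted concentration of half-maximal effect; plate controls were DMSO vehicle for no effect and reference control for full effect; nearly all actives have a fitted effect of over 55% in size; some results filed as inactive show a strong effect at the top dose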
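Toxicity suppression screen in FUS-yeast. Cells induced with 2% galactose, starting OD 0.005, treated 24hr at 30C with compounds at multiple final concentrations; growth by OD600.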
PI5P4Ka inh: qHTS for Inhibitors of phosphatidylinositol 5-phosphate 4-kinase (PI5P4K); Phosphatidylinositol 5-phosphate 4-kinase type-2 alpha (Homo sapiens), P48426; PI5P4Kalpha enzyme, ADP-Glo luminescence, 60 min; hits give low values; max response, %; hit rate 1.2% among 330,000; active = max response of -50% or lower; inconclusive = between -30% and -50%; inactive = -30% or higher; note: value at the top dose of about 77 µM; % is set by controls: 0 for no effect and ±100 for the full control effect
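qHTS, 1536-well: enzyme/substrate mix, compound by pin tool, 5 microM ATP final; RT 60 min; ADP-Glo reagents 1 (45 min) then 2 (30 min); luminescence.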
aSyn rescue: qHTS of alpha-syn Inhibitors | AID 652106, 2013 | Yeast expressing alpha-synuclein, growth rescue, BacTiter-Glo, 24 h | Potency, µM (series often up to 46.1 µM), for the others: at the highest dose growth rescue (activation), usual class: activators | hit rate 0.14% among 370,000; note: potency is the fitted concentration of half-maximal effect; % of control where 0% means no effect; nearly all actives have a fitted effect of over 65% in size
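Rescue of yeast growth: cells expressing toxic alpha-synuclein, induced in galactose at OD600 0.02, incubated with compound 24 h at 30 C. ATP luminescence quantified growth; inhibitors of toxicity appear as activators.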
IL-2 act: qHTS of IL-2 Activators. activation, % (series mostly up to about 46 µM). AID 652025, 2013. IL-2 activation reporter assay, cell-based qHTS; stimulated with anti-CD3/CD4/CD28 beads; in transgenic mouse T cells. hit rate 0.065% among 360,000; in the data active = activation above about 50%; inconclusive = mostly about 30% to 49%; note: 0% is about no effect
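Unstimulated transgenic mouse T cells, 750 per well, received compound and, after 60 minutes, anti-CD3/anti-CD4 bead plus anti-CD28 stimulation. EGFP and DsRed were quantified after 18 hours.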
WRN inhibitor: qHTS for Inhibitors of WRN Helicase; WRN helicase unwinding, fluorescent forked duplex, kinetic; Potency, µM (titrated, usually from 114 µM), inactives show top-dose activity change, negative = inhibition, most hits filed as inhibitors; hit rate 0.46% among 360,000; note: potency is the fitted concentration of half-maximal effect; % is set by controls: 0 for no effect and ±100 for the full control effect; nearly all actives have a fitted effect of over 55% in size
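Enzyme (20 nM final) and test compound sit together 15 min at room temperature before substrate addition. Substrate is a single-forked duplex oligonucleotide (100 nM) labelled with fluorophore and quencher, with 2 mM ATP; helicase unwinding raises red fluorescence, read kinetically.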
Abeta rescue: qHTS for compounds that reverse cellular toxicity of Amyloid beta (A-beta) peptide in yeast: Primary Screen; AID 1347071, 2019; Potency, µM (highest dose often 46.1 µM), for inactives: top-dose growth rescue, usual class: activators; yeast expressing A-beta42, growth rescue, OD600, 48 h; response scale: 0% DMSO, 100% iron-clioquinol control; hit rate 0.063% among 410,000; note: potency is the fitted concentration of half-maximal effect; nearly all actives have a fitted effect of over 55% in size
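Growth rescue measured by 600 nm absorbance after 48 h yeast culture at 30 C with compound. Values normalized between DMSO and an equimolar ferric chloride plus clioquinol control.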
EPAC1 ag: qHTS for Agonist of cAMP-regulated guanine nucleotide exchange factor 3 (EPAC1): primary screen | Potency, µM (top dose mostly 154 µM), inactives show top-dose activation, actives largely listed as activators | EPAC1 agonist qHTS, biochemical assay; response scale: 100% = response to 6.5 mM cAMP | hit rate 0.073% among 360,000 | AID 720707, 2013; note: potency is the fitted concentration of half-maximal effect; nearly all actives have a fitted effect of over 60% in size
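Normalized to 6.5 mM cAMP, activity reflects EPAC1-catalysed release of BODIPY-GDP from Rap1B, followed kinetically over 30 min at 480 nm excitation, 540 nm emission. Reaction contained 100 nM EPAC1, 250 nM Rap1B-BODIPY-GDP, 50 uM GDP.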
PLK1 PBD inh: qHTS for Inhibitors of PLK1-PDB (polo-like kinase 1 - polo-box domain): Primary Screen; Serine/threonine-protein kinase PLK1 (Homo sapiens), P53350; Plk1 PBD binding of FITC phosphopeptide, fluorescence polarization; Potency, µM, for the others: max response, negative = inhibition, most hits filed as inhibitors; hit rate 2.8% among 360,000; AID 720504, 2013; note: potency is the fitted concentration of half-maximal effect; series mostly up to about 57 µM; % is set by controls: 0 for no effect and ±100 for the full control effect; nearly all actives have a fitted effect of over 65% in size
EPAC1 antag: qHTS for Antagonist of cAMP-regulated guanine nucleotide exchange factor 3 (EPAC1): primary screen. Potency, µM (series often up to 115 µM), for inactives: at the highest dose activity change, negative = inhibition, actives largely listed as inhibitors. Rap guanine nucleotide exchange factor 3 (Homo sapiens), O95398. hit rate 0.14% among 360,000. EPAC1 GEF assay, Rap1b-BODIPY-GDP exchange fluorescence;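 note: potency is the fitted concentration of half-maximal effect; plate controls were vehicle for no effect and positive control for full effect; nearly all actives have a fitted effect of over 50% in size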
Active calls of the source: *; [ ] = remark or other dose. Unless noted, calls come from the whole dose curve; as a rule, active = well fitted curve in the direction sought with a large enough effect; inconclusive = small, poorly fitted or top-dose-only effect, or another doubt; inactive = no such curve, though single readings can be large; an effect the other way counts as inactive or inconclusive.

Screening O=C(COc1ccc(S(=O)(=O)N2CCOCC2)cc1Cl)NCC1CCCO1 (stereo not drawn) returned FUS suppressor 10%, PI5P4Ka inh -6, aSyn rescue -1%, IL-2 act -2.8, WRN inhibitor 4%, Abeta rescue -6%, EPAC1 ag -16%, PLK1 PBD inh -20% and EPAC1 antag -25%.
Screening CSc1ncccc1C(=O)OCC(=O)Nc1ccc(N2CCOCC2)cc1 returned FUS suppressor 6%, PI5P4Ka inh 2, aSyn rescue 4%, IL-2 act 0.0, WRN inhibitor 3%, Abeta rescue 9%, EPAC1 ag -2%, PLK1 PBD inh 0% and EPAC1 antag -1%.
CCc1nc2ccc(C)cc2c(C(=O)Oc2cccc3cccnc23)c1C was read as FUS suppressor -19%, PI5P4Ka inh 11, IL-2 act -0.4, WRN inhibitor -2%, Abeta rescue 2%, EPAC1 ag 6%, PLK1 PBD inh -7% and EPAC1 antag -2%.
`Cc1cc(-c2nn(-c3ccccc3F)cc2CN2CCN(c3ccccn3)CC2)c(C)s1` gave FUS suppressor 23%, PI5P4Ka inh 27, aSyn rescue -2%, IL-2 act -2.7, WRN inhibitor -7%[57.1 µM], Abeta rescue 13%, EPAC1 ag 3%, PLK1 PBD inh 9% and EPAC1 antag inconclusive.
For O=C(Nc1ccccc1)C1CCN(C(=O)c2ccccc2)CC1 the results were FUS suppressor 5%, PI5P4Ka inh 9, aSyn rescue 6%, IL-2 act 1.0, WRN inhibitor -15%, Abeta rescue 21%, EPAC1 ag -4%, PLK1 PBD inh 1% and EPAC1 antag 12%.
For Cc1ccc(-c2nnn(CC(=O)N(c3ccc(F)cc3)C(C(=O)NC(C)(C)C)c3ccco3)n2)o1 (stereo not drawn) the results were FUS suppressor -12%, PI5P4Ka inh 3, aSyn rescue 4%, IL-2 act 0.3, WRN inhibitor -7%, Abeta rescue 10%, EPAC1 ag -4%, PLK1 PBD inh -18% and EPAC1 antag 9%.
For COC(=O)c1cc(COC(=O)c2ccc(OC)c(S(=O)(=O)N3CCCC3)c2)oc1C the results were FUS suppressor 30%, PI5P4Ka inh 8, aSyn rescue 4%, IL-2 act 0.6, WRN inhibitor -10%, Abeta rescue 7%, EPAC1 ag 5%, PLK1 PBD inh -6% and EPAC1 antag -22%.
For O=[N+]([O-])c1ccc(-c2csc(NN=C3CCCC3)n2)cc1 the results were FUS suppressor 10%, PI5P4Ka inh -1, aSyn rescue 0%, IL-2 act 0.6, WRN inhibitor -3%, Abeta rescue 14%, EPAC1 ag 1%, PLK1 PBD inh -12% and EPAC1 antag 3%.
COc1ccc2nc(SCc3cccnc3)c(C#N)cc2c1 was read as FUS suppressor -1%, PI5P4Ka inh 3, aSyn rescue 6%, IL-2 act 0.1, WRN inhibitor -1%, Abeta rescue 16%, EPAC1 ag -2%, PLK1 PBD inh -1% and EPAC1 antag -2%.
`COc1ccc(O)c(CN2CCC(n3nccc3NC(=O)C3CCCC3)CC2)c1` gave PI5P4Ka inh 1, aSyn rescue 3%, IL-2 act -1.4, WRN inhibitor -12%, Abeta rescue 2%, EPAC1 ag 6%, PLK1 PBD inh 6% and EPAC1 antag -10%.
Screening O=[N+]([O-])c1ccc(Cl)cc1P(=O)(O)c1cc(Cl)ccc1[N+](=O)[O-] returned PI5P4Ka inh 9, aSyn rescue inconclusive, IL-2 act 0.7, WRN inhibitor -4%, Abeta rescue 7%, EPAC1 ag 3%, PLK1 PBD inh 0% and EPAC1 antag 4%.
Screening COc1ccc(C(=O)NCCc2nnc3ccc(SCC(=O)NCc4ccc(F)cc4)nn23)cc1 returned FUS suppressor 5%, PI5P4Ka inh 0, aSyn rescue -10%, IL-2 act -1.9, WRN inhibitor 1%, Abeta rescue 2%, EPAC1 ag -11%, PLK1 PBD inh -15% and EPAC1 antag inconclusive.
Screening CN(CC(=O)Nc1ccccc1Br)C(=O)CNC(=O)C1CCCCC1 returned FUS suppressor -16%, PI5P4Ka inh -3, aSyn rescue 4%, IL-2 act 0.1, WRN inhibitor 0%, Abeta rescue -10%, EPAC1 ag -1%, PLK1 PBD inh 2% and EPAC1 antag -10%.
Screening CCN(CC)c1ncnc2c1ncn2[C@H]1CN(CCOC)C[C@@H](CO)O1 returned FUS suppressor -17%, PI5P4Ka inh 2, aSyn rescue -1%, IL-2 act 0.2, WRN inhibitor -8%, Abeta rescue -6%, EPAC1 ag 12%, PLK1 PBD inh -3% and EPAC1 antag -14%.
O=C(O)c1ccc(O)c2ncccc12 was read as FUS suppressor -12%, IL-2 act -0.2, Abeta rescue 28%, EPAC1 ag 16% and EPAC1 antag -9%.
`CCCOC(=O)Nc1cc(OC)c(Cl)cc1OC` gave FUS suppressor 3%, PI5P4Ka inh -10, aSyn rescue -2%, IL-2 act 0.7, WRN inhibitor -1%, Abeta rescue 8%, EPAC1 ag 1%, PLK1 PBD inh -5% and EPAC1 antag 0%.
For CCOc1ccc(NC(=O)N[C@@H](CCSC)C(=O)OC)cc1 the results were FUS suppressor 23%, aSyn rescue -1%, IL-2 act -1.5, WRN inhibitor -9%, Abeta rescue -20%, EPAC1 ag -5%, PLK1 PBD inh -5% and EPAC1 antag -6%.
For CCC(C)NCC(=O)Nc1cc(S(=O)(=O)N(CC)c2ccccc2)ccc1Cl (stereo not drawn) the results were FUS suppressor -2%, PI5P4Ka inh 1, aSyn rescue -1%, IL-2 act -1.6, WRN inhibitor -6%, Abeta rescue 13%, EPAC1 ag -3%, PLK1 PBD inh -5% and EPAC1 antag -21%.
For Cc1cccc(/C=N/NC(=O)NC2CCCCC2)c1 the results were FUS suppressor 10%, PI5P4Ka inh 12, aSyn rescue 8%, IL-2 act -2.9, WRN inhibitor -17%, Abeta rescue 12%, EPAC1 ag 6%, PLK1 PBD inh -8% and EPAC1 antag -17%.
CC(C)CCN(C(=O)C1=COCCO1)c1c(N)n(Cc2ccccc2)c(=O)[nH]c1=O was read as FUS suppressor 30%, PI5P4Ka inh 1, aSyn rescue -4%, IL-2 act 1.0, WRN inhibitor -2%, Abeta rescue -8%, EPAC1 ag 2%, PLK1 PBD inh -18% and EPAC1 antag -6%.
`COC(=O)c1ccc(-n2c(C)cc(C(=O)CCl)c2C)cc1` gave FUS suppressor -18%, PI5P4Ka inh 1, aSyn rescue -23%, IL-2 act -0.9, WRN inhibitor -10%[57.1 µM], Abeta rescue -50%[inhibitor], EPAC1 ag 3%, PLK1 PBD inh inconclusive and EPAC1 antag -27%.
For Cn1c(=O)c2cc(NC(=S)NC3CC3)ccc2n1Cc1ccc(F)cc1 the results were FUS suppressor 8%, PI5P4Ka inh -6, aSyn rescue -3%, IL-2 act -0.2, WRN inhibitor 2%, Abeta rescue -7%, EPAC1 ag -1%, PLK1 PBD inh -12% and EPAC1 antag -11%.
`O=C(Nc1ccc(Cl)cc1)N1CCCN(Cc2ccc(F)cc2)C1` gave FUS suppressor 11%, aSyn rescue -1%, IL-2 act 2.2, WRN inhibitor -7%, Abeta rescue 7%, EPAC1 ag 1%, PLK1 PBD inh -4% and EPAC1 antag -11%.
`CCOC(=O)C1=C(C)NC(C)=C(C(=O)OCC)C1c1cccc(C)n1` gave FUS suppressor -5%, PI5P4Ka inh -1, aSyn rescue 2%, IL-2 act 0.9, WRN inhibitor 3%, Abeta rescue -7%, EPAC1 ag 2%, PLK1 PBD inh 6% and EPAC1 antag 10%.
Screening COc1ccc(N2CCN(C(=O)C3CCN(S(=O)(=O)c4ccc(F)cc4)CC3)CC2)cc1 returned FUS suppressor 14%, PI5P4Ka inh 8, aSyn rescue 7%, IL-2 act -0.1, WRN inhibitor -2%, Abeta rescue -2%, EPAC1 ag 3%, PLK1 PBD inh -6% and EPAC1 antag -24%.
`Cc1cccc(NC(=O)CSc2nc3c(oc4ccccc43)c(=O)n2-c2ccccc2)c1` gave PI5P4Ka inh 5, aSyn rescue 0%, IL-2 act 0.2, WRN inhibitor -10%, Abeta rescue 16%, EPAC1 ag 4%, PLK1 PBD inh -8% and EPAC1 antag -13%.
`CC(CC(=O)NCc1cccnc1)c1ccccc1` (stereo not drawn) gave FUS suppressor 14%, PI5P4Ka inh 0, aSyn rescue 0%, IL-2 act 0.0, WRN inhibitor -3%, Abeta rescue -16%, EPAC1 ag 7%, PLK1 PBD inh -8% and EPAC1 antag 0%.
Cn1cccc1/C=N/NC(N)=S was read as FUS suppressor -17%, PI5P4Ka inh 0, aSyn rescue 5%, IL-2 act -4.1, WRN inhibitor 5%, Abeta rescue -21%, EPAC1 ag -7%, PLK1 PBD inh 4% and EPAC1 antag 11%.
`CCCCN(Cc1nc2ccccc2c(=O)[nH]1)C(=O)CN1C(=O)NC2(CCCCC2)C1=O` gave FUS suppressor 19%, PI5P4Ka inh 1, aSyn rescue 1%, IL-2 act -0.4, WRN inhibitor 3%, Abeta rescue -2%, EPAC1 ag 5%, PLK1 PBD inh -1% and EPAC1 antag -21%.
`O=C(Nc1ccccn1)NC1CCS(=O)(=O)C1` (stereo not drawn) gave FUS suppressor 16%, aSyn rescue -3%, IL-2 act -0.9, WRN inhibitor 14%, Abeta rescue 2%, EPAC1 ag 4%, PLK1 PBD inh -7% and EPAC1 antag 15%.
